MPTP block – blocks calcium-induced mitochondrial swelling; isolated mouse mitochondria, Ca2+ swelling absorbance, 30 min; inhibition, % at 10 µM; actives 1.4% (n = 360,000); AID 602449;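 active = inhibition of 50% or more, scaled per plate between neutral and stimulator controls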;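 note: 0% = DMSO wells given calcium and 100% = 1 mM EGTA wells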
SENP1 inh – inhibitors of human SENP1 SUMO protease catalytic domain; inhibition, % at 10 µM; recombinant SENP1 catalytic domain, CyPet-SUMO1-YPet FRET cleavage; actives 0.21% (n = 360,000);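 active = inhibition at least 30% at 10 µM, raw YFP signal under a set limit, fluorescence ratio 0.5 to 1.5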;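 note: 0% = enzyme with DMSO and 100% = no enzyme wells; some results filed as inactive read as strong as hits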
Target sequence (Q9P0U3 419-644 limits assumed): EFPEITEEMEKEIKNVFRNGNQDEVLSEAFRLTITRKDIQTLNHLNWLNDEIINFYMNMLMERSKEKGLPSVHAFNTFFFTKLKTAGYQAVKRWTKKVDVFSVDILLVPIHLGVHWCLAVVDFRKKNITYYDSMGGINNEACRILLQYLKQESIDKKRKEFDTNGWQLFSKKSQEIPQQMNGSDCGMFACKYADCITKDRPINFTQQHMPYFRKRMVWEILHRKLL
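Assay system – human recombinant His6-tagged SENP1 catalytic domain enzyme · Input – SENP1 enzyme, 20 pM final · Buffer or medium – Tris pH 8 buffer plus EDTA, NaCl, BME, BSA, NP40, catalase · Schedule – 50 min reaction at room temperature · Technique – FRET read of cyan and yellow fluorescence · Control set – no-enzyme wells low, DMSO-plus-enzyme wells high control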
SENP6 inh – blocks the human protease SENP6; Q9GZR1; Recombinant SENP6 catalytic domain, aminoluciferin luminescence; inhibition, % at 10 µM; actives 1.8% (n = 330,000); AID 2599;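 active = inhibition above about 50% at the single tested dose, limit read from the data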;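 note: plate controls were DMSO wells with enzyme for no effect and DMSO wells lacking enzyme for full effect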
Target sequence (Q9GZR1 628-1112 limits assumed): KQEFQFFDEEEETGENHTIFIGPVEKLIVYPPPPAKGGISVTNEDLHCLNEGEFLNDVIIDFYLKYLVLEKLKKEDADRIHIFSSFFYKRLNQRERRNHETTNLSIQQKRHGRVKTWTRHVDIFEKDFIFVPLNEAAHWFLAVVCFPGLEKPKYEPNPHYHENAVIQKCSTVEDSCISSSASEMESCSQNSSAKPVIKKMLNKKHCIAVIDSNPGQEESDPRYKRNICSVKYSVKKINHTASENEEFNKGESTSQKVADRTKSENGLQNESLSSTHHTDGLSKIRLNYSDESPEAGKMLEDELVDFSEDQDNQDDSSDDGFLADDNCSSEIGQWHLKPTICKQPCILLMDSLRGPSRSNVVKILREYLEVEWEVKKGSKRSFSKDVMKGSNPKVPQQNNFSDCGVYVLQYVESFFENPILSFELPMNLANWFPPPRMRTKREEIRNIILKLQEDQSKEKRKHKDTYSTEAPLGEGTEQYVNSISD
SENP8 block – SENP8 (human) protease inhibition; inhibition, % at 20 µM; Q96LD8; actives 0.64% (n = 360,000); recombinant SENP8, Nedd8 substrate fluorescence; in the data active = inhibition mostly above about 40%, no sharp cut-off; inactive = mostly below about 27%
ATG4B inh – ATG4B (human) cysteine protease inhibition | ATG4B cleavage of LC3-PLA2, NBD-HPC fluorescence, 1 h | inhibition, % at 8.33 µM | actives 0.51% (n = 340,000) | AID 504462; in the data active = inhibition above about 40%
Target sequence (Q9Y4P1 whole entry, looked up): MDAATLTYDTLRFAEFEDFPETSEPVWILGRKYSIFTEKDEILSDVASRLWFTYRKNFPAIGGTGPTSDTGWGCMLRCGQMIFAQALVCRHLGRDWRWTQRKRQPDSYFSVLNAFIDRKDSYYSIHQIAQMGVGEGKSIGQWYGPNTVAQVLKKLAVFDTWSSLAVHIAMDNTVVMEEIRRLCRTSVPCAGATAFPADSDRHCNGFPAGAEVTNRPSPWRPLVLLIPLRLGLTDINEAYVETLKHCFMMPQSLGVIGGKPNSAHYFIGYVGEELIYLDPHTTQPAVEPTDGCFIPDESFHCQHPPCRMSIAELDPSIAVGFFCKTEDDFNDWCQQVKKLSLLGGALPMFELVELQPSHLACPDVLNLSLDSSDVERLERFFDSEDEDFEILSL
NR3A LBD binder – modulates the human NR3A ligand-binding domain | actives 2.5% (n = 340,000) | Tm shift relative to glycine control, % at 25 µM | AID 1259313 | NR3A LBD differential scanning fluorimetry, Tm shift; 0% = protein alone, 100% = glycine-bound protein;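 active = melting temperature shift of at least 10% of the positive control shift, at one fixed dose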
hIAP act – human IAP activation; P09923; AID 2524; actives 0.16% (n = 330,000); purified human IAP, CDP-Star luminescence, 30 min; hits give high values; 1 = vehicle-only enzyme, 0 = enzyme-free background; activation factor at 10 µM;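 active = activation factor of the enzyme at least 2-fold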; note: the source names both 10 and 20 µM as test concentration; values of inactives mirror those of a sister screen read the other way
PfGluPho inh – PfG6PD (Plasmodium falciparum) enzyme inhibition. PfGluPho enzyme, NADPH resazurin-diaphorase fluorescence. AID 504690. inhibition, % at 20 µM. actives 0.78% (n = 350,000);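 active = inhibition reaching at least a set limit at 20 µM in the primary screen, cut at about 59% in these data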;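 note: 0% = DMSO wells with substrate and 100% = DMSO wells lacking glucose-6-phosphate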
Numbers without * were called inactive; i = inactive; · = no result given.

1. O=C(CSc1ccc2ccccc2c1)NC1CCCc2ccccc21 (stereo not given)
2. O=C(c1ccco1)N(Cc1cccc([N+](=O)[O-])c1)c1ccc(Br)cc1
3. COCCCNC(=O)CSc1nc2ccc(N3CCOCC3)cc2c(=O)n1CCc1ccccc1
4. NS(=O)(=O)c1ccc(NC(=O)N[C@@H](Cc2ccccc2)C(=O)O)cc1
5. COc1ccc(-c2ccc(SCC(=O)NCc3ccco3)nn2)cc1
Screen / compound no.	1	2	3	4	5
MPTP block	2.1	3.4	-0.3	-5.7	-2.2
SENP1 inh	3	2	-54	1	1
SENP6 inh	12	-1	2	·	-18
SENP8 block	18	-31	-327	9	8
ATG4B inh	0	19	-2	-18	2
NR3A LBD binder	2	3	-3	-1	-1
hIAP act	1	1.1	0.98	·	0.99
PfGluPho inh	-9	-18	4	-12	8

6. CCCCCc1nc2ccccc2c(=O)n1N
7. Cc1cc(C)nc(SCc2nnc(SCC#N)n2-c2cccc(Cl)c2)n1
8. Cc1c(C(=O)N(Cc2ccccc2)Cc2cccs2)cnn1-c1ccc(Cl)cc1
9. CCOC(=O)Cn1c(CN(Cc2ccccc2)Cc2ccccc2)nc2c1c(=O)[nH]c(=O)n2C
10. CCOC(=O)C1CCCN(/C=C2\SC(=S)N(CC)C2=O)C1 (stereo not given)
Screen / compound no.	6	7	8	9	10
MPTP block	0.1	-0.2	2.7	-3.1	1.8
SENP1 inh	0	-1	5	1	-3
SENP6 inh	-22	-7	7	-3	4
SENP8 block	16	7	17	1	14
ATG4B inh	5	13	5	0	8
NR3A LBD binder	-1	1	1	0	-2
hIAP act	1	1.2	0.81	0.85	0.95
PfGluPho inh	9	-3	1	-2	0

11. COc1ccc(C(CNC(=O)C2COc3ccccc3O2)N2CCCC2)cc1 (stereo not given)
12. COc1ccc(C(O)Cn2ccsc2=NC(C)=O)cc1 (stereo not given)
13. CCCCn1c(N)c(N(CCC(C)C)C(=O)COC(=O)Cc2ccc(Cl)cc2)c(=O)[nH]c1=O
14. CC(=O)c1cccc(NC(=O)CCNC(=O)c2ccccc2Cl)c1
15. O=C(CCC1COc2ccccc2O1)NCC1COc2ccccc2O1 (stereo not given)
Screen / compound no.	11	12	13	14	15
MPTP block	-0.7	-0.8	-0.4	1.3	4.1
SENP1 inh	-3	-1	-3	2	0
SENP6 inh	1	-25	·	7	-22
SENP8 block	5	7	7	11	33
ATG4B inh	-10	5	-8	0	-4
NR3A LBD binder	-1	2	-3	2	3
hIAP act	0.98	0.98	·	1.1	1.2
PfGluPho inh	5	-5	-34	12	9

16. COc1ccc(CN(C)C(=O)[C@H](Cc2ccccc2)NC(=O)c2ccco2)c(OC)c1
17. COc1cccc(N(CC(=O)NC(C)c2ccccc2)S(C)(=O)=O)c1 (stereo not given)
18. O=C1S/C(=C\c2cccs2)C(=O)N1c1ccc(O)cc1
19. Cc1cc(C(=O)OCC(=O)NCCc2ccc(S(N)(=O)=O)cc2)c2ccccc2n1
20. CCc1ccc(OCC(=O)Nc2ccc(S(=O)(=O)N3CCOCC3)cc2)cc1
Screen / compound no.	16	17	18	19	20
MPTP block	0.6	1.0	1.6	-2.1	-1.2
SENP1 inh	-3	0	2	4	2
SENP6 inh	-9	0	-20	1	0
SENP8 block	11	6	26	-32	6
ATG4B inh	-32	2	-5	-2	-11
NR3A LBD binder	0	-2	0	0	0
hIAP act	0.9	1	1.2	1.1	0.86
PfGluPho inh	-4	3	-2	-7	15

21. Cc1ccc(-c2nn(CC(=O)NC(C)c3ccccc3)c(=O)c3ccccc23)cc1 (stereo not given)
22. CCCN1C[C@H](CSC)C[C@@H]2c3cccc4[nH]cc(c34)C[C@H]21
23. O=C1c2ccccc2C(=O)C1(CO)c1ccccc1
24. Cc1ccc(-c2ccc(/C=N/N3C(=O)C4C5C=CC(C6CC56)C4C3=O)o2)c([N+](=O)[O-])c1 (stereo not given)
25. Cc1cc(C)cc(NC(=S)N(Cc2ccc(Cl)cc2)Cc2ccc(C(=O)O)cc2)c1
Screen / compound no.	21	22	23	24	25
MPTP block	1.3	10	5.4	-0.5	2.4
SENP1 inh	1	28	1	-44	-1
SENP6 inh	-21	-16	56*	11	-7
SENP8 block	-7	-10	18	-46	4
ATG4B inh	-10	-6	0	-1	4
NR3A LBD binder	6	-2	-4	-3	-5
hIAP act	1.1	1	0.98	1.1	0.98
PfGluPho inh	4	3	-2	23	-7

26. CCOc1ccc(NC(=O)Cn2nnc(C(=O)NCc3ccco3)c2N)cc1
27. COc1ccc(C2=CC(=O)CC(c3ccc(F)cc3)C2)cn1 (stereo not given)
28. CSc1ccccc1NC(=O)c1ccc(CN2CCOCC2)cc1
29. O=C1CC(N2CCN(c3ccc(F)cc3)CC2)C(=O)N1Cc1cccs1 (stereo not given)
30. COc1ccc(O)c(-c2nc(N)nc(N)n2)c1
Screen / compound no.	26	27	28	29	30
MPTP block	0.8	-1.1	-0.5	-3.3	0.2
SENP1 inh	3	-1	1	2	0
SENP6 inh	-17	-11	-13	-5	10
SENP8 block	20	17	6	10	-46
ATG4B inh	-9	-2	4	-11	1
NR3A LBD binder	1	0	0	-8	3
hIAP act	0.99	0.98	1	0.87	0.99
PfGluPho inh	-7	5	4	-3	0

31. CCn1c(=N)c(C(=O)NC)cc2c(=O)n3cccc(C)c3nc21
32. Cn1cc(/C=C(\NC(=O)c2ccccc2Cl)C(=O)NCCCn2ccnc2)c2ccccc21
33. Cc1cc(NC(=O)COC(=O)CSc2nc3cc(Cl)ccc3n2Cc2ccccc2)no1
34. COc1cc(-c2noc(C)c2C(=O)N[C@@H](CO)Cc2ccccc2)cc(OC)c1OC
35. CCOc1ccc(C(=O)Nc2ccc(NC(=O)c3ccccc3)c(C)c2)cc1[N+](=O)[O-]
Screen / compound no.	31	32	33	34	35
MPTP block	-2.7	-1.2	0.3	-1.1	0.4
SENP1 inh	-19	1	0	1	1
SENP6 inh	·	-8	-10	·	-28
SENP8 block	i	-19	24	-6	24
ATG4B inh	-14	3	-10	3	-8
NR3A LBD binder	2	0	-8	1	18*
hIAP act	·	1.1	0.92	·	1.4
PfGluPho inh	5	-11	-8	9	-3

36. COC(CNS(=O)(=O)c1ccc(S(=O)(=O)N2CCCC2)cc1)OC
37. COc1ccc(C2=Nn3c(nnc3-c3ccncc3)SC2)cc1
38. CCn1cc(C(=O)N2CCCc3ccccc32)c2cc(OC)c(OC)cc2c1=O
39. Cc1ccc(C)c(OCC(=O)NNC(=O)CSC(=S)N2CCCC2)c1
40. COc1ccc(C(=O)C2CCCN(C(=O)c3ccc(OC)o3)C2)c(C)c1 (stereo not given)
Screen / compound no.	36	37	38	39	40
MPTP block	-0.6	0.6	-1.6	-0.7	-4.0
SENP1 inh	1	0	3	2	-2
SENP6 inh	5	-5	-7	8	-12
SENP8 block	-8	18	19	-6	0
ATG4B inh	11	5	3	1	-11
NR3A LBD binder	0	-1	3	0	-1
hIAP act	1.1	0.92	0.99	1.7	1.2
PfGluPho inh	-8	6	6	-9	7

41. O=C(COC(=O)CCC(=O)c1ccc(F)cc1)NCc1ccc(Cl)cc1
42. O=C1CCC(=O)N1CC1CC2CCC1C2 (stereo not given)
43. CC(C)CCNC(=S)Nc1ccc(F)cc1
44. COc1cccc(/C=N/NC(=O)CCc2c(C)n[nH]c2C)c1
45. COc1cc(C#N)ccc1OC(=O)Cc1cc(OC)c(OC)c(OC)c1
Screen / compound no.	41	42	43	44	45
MPTP block	1.2	-1.0	-1.5	8.2	-2.0
SENP1 inh	2	1	1	1	1
SENP6 inh	11	7	-8	1	-8
SENP8 block	-1	18	17	21	4
ATG4B inh	-3	6	-6	-1	6
NR3A LBD binder	3	·	0	-1	-1
hIAP act	1	0.95	1	1	1
PfGluPho inh	-3	-4	-6	1	-3

46. Cc1cc([N+](=O)[O-])ccc1N=Nc1c(N)[nH]n(-c2ccccc2)c1=O
47. CCOC(=O)c1ccc2nc(NC(=O)C(C)C)sc2c1
48. O=C(NC(C(=O)N/N=C/c1ccccn1)c1n[nH]c(=O)c2ccccc12)c1ccccc1 (stereo not given)
49. COC(=O)c1ccc(NC(=S)N2CCN(Cc3ccc(Cl)cc3)CC2)cc1
50. CC(C)CCNC1=NCCCCC1
Screen / compound no.	46	47	48	49	50
MPTP block	7.0	-1.6	0.4	43	1.6
SENP1 inh	1	-40	-2	0	3
SENP6 inh	16	12	3	-11	1
SENP8 block	30	-11	13	25	1
ATG4B inh	8	-13	-5	-14	-5
NR3A LBD binder	-8	2	-2	-2	0
hIAP act	0.68	1	1.4	0.9	1.1
PfGluPho inh	5	16	17	20	-1

51. CN(CC(=O)Nc1ccc(N2CCOCC2)cc1)C(=O)c1cccc(Cl)c1Cl
52. O=C(CCC(=O)c1cccs1)NCc1cccc(C(F)(F)F)c1
53. CN1CCN(c2ccc(S(=O)(=O)N3CCCCC3)cc2NC(=O)COc2cccc(Cl)c2)CC1
54. CC(C)Sc1nc2ccsc2c(=O)[nH]1
55. Cc1ccc(C)c(S(=O)(=O)N2CC(=O)Nc3ccccc32)c1
Screen / compound no.	51	52	53	54	55
MPTP block	-2.0	-0.1	-2.0	-0.5	0.3
SENP1 inh	0	0	-1	1	0
SENP6 inh	-5	13	-16	-19	-3
SENP8 block	12	-6	6	8	8
ATG4B inh	1	14	23	-6	-5
NR3A LBD binder	0	1	-1	-2	1
hIAP act	0.98	1	0.88	1	0.88
PfGluPho inh	-9	-2	16	20	23

56. C=CCNC(=S)N/N=C/c1ccc(-c2ccc(Br)cc2)o1
57. O=C(C1CCCN1C(=O)c1cccs1)N1CCc2ccccc21 (stereo not given)
58. Cc1ccc2nc(N3CCOCC3)c3nncn3c2c1
59. Cn1c(SCC(=O)Nc2ccc(C(N)=O)cc2)nnc1-c1cccs1
60. C=CCNC(=O)c1ccc2nc(-c3ccccc3)c(-c3ccccc3)nc2c1
61. CCCCn1cnc2c(SCc3cccc(F)c3)nc(N)nc21
Screen / compound no.	56	57	58	59	60	61
MPTP block	1.0	-1.4	-2.7	-0.5	1.9	-2.2
SENP1 inh	-29	-4	2	2	3	0
SENP6 inh	-14	-13	-14	9	-1	·
SENP8 block	-392	-5	-38	1	-72	-1
ATG4B inh	-2	7	-4	4	-14	19
NR3A LBD binder	16*	0	1	-2	-2	3
hIAP act	1	0.94	0.97	0.71	1	·
PfGluPho inh	-6	-14	31	-2	3	15

Part of the list above, with each value named.
3	COCCCNC(=O)CSc1nc2ccc(N3CCOCC3)cc2c(=O)n1CCc1ccccc1
  MPTP block: -0.3	SENP1 inh: -54	SENP6 inh: 2	SENP8 block: -327	ATG4B inh: -2	NR3A LBD binder: -3	hIAP act: 0.98	PfGluPho inh: 4
37	COc1ccc(C2=Nn3c(nnc3-c3ccncc3)SC2)cc1
  MPTP block: 0.6	SENP1 inh: 0	SENP6 inh: -5	SENP8 block: 18	ATG4B inh: 5	NR3A LBD binder: -1	hIAP act: 0.92	PfGluPho inh: 6

Among those listed so far, these have an NH in an aromatic ring:
9. CCOC(=O)Cn1c(CN(Cc2ccccc2)Cc2ccccc2)nc2c1c(=O)[nH]c(=O)n2C
13. CCCCn1c(N)c(N(CCC(C)C)C(=O)COC(=O)Cc2ccc(Cl)cc2)c(=O)[nH]c1=O
22. CCCN1C[C@H](CSC)C[C@@H]2c3cccc4[nH]cc(c34)C[C@H]21
44. COc1cccc(/C=N/NC(=O)CCc2c(C)n[nH]c2C)c1
46. Cc1cc([N+](=O)[O-])ccc1N=Nc1c(N)[nH]n(-c2ccccc2)c1=O
48. O=C(NC(C(=O)N/N=C/c1ccccn1)c1n[nH]c(=O)c2ccccc12)c1ccccc1 (stereo not given)
54. CC(C)Sc1nc2ccsc2c(=O)[nH]1
Screen / compound no.	9	13	22	44	46	48	54
MPTP block	-3.1	-0.4	10	8.2	7.0	0.4	-0.5
SENP1 inh	1	-3	28	1	1	-2	1
SENP6 inh	-3	·	-16	1	16	3	-19
SENP8 block	1	7	-10	21	30	13	8
ATG4B inh	0	-8	-6	-1	8	-5	-6
NR3A LBD binder	0	-3	-2	-1	-8	-2	-2
hIAP act	0.85	·	1	1	0.68	1.4	1
PfGluPho inh	-2	-34	3	1	5	17	20

Screening data (PubChem)
